Source: PubChem
SF-1 act = activates the human nuclear receptor SF-1; Q13285; activation, % at 10 µM; actives 1.9% (n = 65,000); AID 522; CHO-K1 Gal4-SF-1 LBD luciferase reporter; % increase over DMSO SF-1-specific signal;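 active means activation above the mean activation of all tested compounds plus 3 SD, cut at about 50% in these data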
Target sequence (Q13285 whole entry, looked up, the tested form may be a part): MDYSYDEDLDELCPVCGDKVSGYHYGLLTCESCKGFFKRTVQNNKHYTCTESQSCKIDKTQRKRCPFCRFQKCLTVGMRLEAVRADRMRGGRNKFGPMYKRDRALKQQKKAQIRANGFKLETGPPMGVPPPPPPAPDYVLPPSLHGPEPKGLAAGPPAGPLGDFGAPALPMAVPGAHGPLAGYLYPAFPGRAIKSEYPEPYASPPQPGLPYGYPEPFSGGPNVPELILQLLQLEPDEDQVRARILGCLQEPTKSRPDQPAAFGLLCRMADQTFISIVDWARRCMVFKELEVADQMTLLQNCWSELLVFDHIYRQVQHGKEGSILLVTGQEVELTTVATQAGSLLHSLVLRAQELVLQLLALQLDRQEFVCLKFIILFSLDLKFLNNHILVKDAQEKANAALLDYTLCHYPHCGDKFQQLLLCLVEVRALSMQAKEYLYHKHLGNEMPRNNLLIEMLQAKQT
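Material: Transient Gal4-SF-1 LBD reporter, CHO-K1 | Input: 4,000 cells/well | Dosing: One dose, 10 µM compound, 1% DMSO | Incubation: 20 h compound treatment, 37 °C | Detection: SteadyLite luciferase luminescence | Evaluation: Percent activation relative to DMSO median and mock-transfected background | Benchmarks: DMSO-treated SF-1-transfected cells as negative, DMSO-treated mock-transfected cells lacking SF-1 as background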
TNAP act mid DEA = activators of human TNAP at intermediate phosphate acceptor. purified TNAP, CDP-star luminescence, 100 mM DEA, 30 min; hits give high values; scale: 0 levamisole-inhibited, 1 vehicle-only enzyme. activation factor at 20 µM. 64,000 tested, under 10 active. AID 813;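 active means activation factor of at least 2 at 20 µM, relative to controls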
HEK293 NFkB inh = inhibitors of the PMA/ionomycin-induced NF-kB reporter in HEK293 cells; HEK-293 NF-kB luciferase reporter, luminescence; actives 0.21% (n = 62,000); inhibition, % at 3 µM;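 active means inhibition above the mean of all tested compounds plus 3 SD, cut at about 40% in these data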;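 further: 0% = stimulated DMSO wells and 100% = 10 µM reference inhibitor 5653914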
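Signal: luciferase luminescence; Material: HEK-293 cells with stable firefly luciferase reporter driven by four HIV NF-kB elements; Probe or stimulus: PMA with ionomycin; Replication: tested once; Times: 1 h compound pretreatment, then 16 h stimulation at 37 °C, 5% CO2; Benchmarks: DMSO and 10 µM reference inhibitor; Evaluation: per-plate % inhibition versus controls.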
Jurkat tox 60K = cytotoxicity toward Jurkat cells. inhibition, % at 4 µM. actives 1.2% (n = 56,000). Jurkat E6.1 viability, ATP luminescence, 48 h. AID 463;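 active means inhibition above the mean inhibition of all tested compounds plus 3 SD, cut at about 28% in these data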
M1 antagonist = blocks the rat M1 muscarinic receptor response to acetylcholine. AID 628. P08482. CHO-M1 cells, Fluo-4 calcium, ACh EC80 antagonist mode; hits give low values. actives 3.4% (n = 64,000). B-score at 10 µM;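 active means calcium fluorescence response, raw or row-and-column corrected B-score, differing from the plate sample mean either way at a set confidence level, mostly lower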
Target sequence (P08482 whole entry, looked up): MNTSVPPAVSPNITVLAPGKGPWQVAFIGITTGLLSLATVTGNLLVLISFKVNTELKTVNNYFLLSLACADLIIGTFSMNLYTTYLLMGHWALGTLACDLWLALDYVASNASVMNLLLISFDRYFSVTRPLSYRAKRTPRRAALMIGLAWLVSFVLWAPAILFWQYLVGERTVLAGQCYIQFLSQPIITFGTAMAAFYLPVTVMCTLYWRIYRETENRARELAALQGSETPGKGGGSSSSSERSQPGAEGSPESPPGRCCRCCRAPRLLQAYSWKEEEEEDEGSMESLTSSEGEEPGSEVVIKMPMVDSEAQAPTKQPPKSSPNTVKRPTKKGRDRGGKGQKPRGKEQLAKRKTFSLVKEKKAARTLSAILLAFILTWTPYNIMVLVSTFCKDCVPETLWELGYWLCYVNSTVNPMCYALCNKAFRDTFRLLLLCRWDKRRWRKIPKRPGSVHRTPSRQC
M1 ag = M1 muscarinic receptor agonism. AID 626. CHO-M1 cells, Fluo-4 calcium fluorescence, agonist mode; hits give high values. B-score at 10 µM. actives 3% (n = 64,000);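 active means fluorescence rise, raw or as B-score row- and column-corrected plate score, outside the 99.7% band of its plate's samples, either direction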
Ecoli tolC = E. coli tolC mutant growth inhibition; actives 2.2% (n = 65,000); E. coli BW25113 tolC mutant growth, OD615; growth inhibition, % at 10 µM (by protocol);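 active means growth inhibition at or above a cutoff equal to the mean over every tested compound plus 3 SD, cut at about 60% in these data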;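 further: growth measured after 20 h incubation at 37 °C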
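Test system: E. coli BW25113 ΔtolC::kan bacteria | Medium: Kanamycin-containing LB broth (50 µg/mL) | Dosing: One dose of 10 µM final | Times: 20 h incubation with compound, 37 °C | Detection: Optical density read at 615 nm | Read-out basis: Percent growth inhibition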
NADH enzymes = inhibition of NAD/NADH coupling enzymes, library profiling | coupled PK/LDH NADH assays, four targets | IC50, µM (doses to about 10 µM), for inactives: at the highest dose inhibition | actives 0.02% (n = 65,000) | AID 774;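 active means single-dose screening hits from any of four coupled enzyme assays that gave an IC50 when retested across doses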;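 further: the DPM-DC format reads NADH fluorescence rather than 340 nm absorbance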
D1 allo mod = allosteric modulators of human D1 dopamine receptor | B-score at 10 µM | P21728 | actives 5.9% (n = 58,000) | AID 641 | HEK293 D1, CRE-luciferase, dopamine EC30 potentiation; actives deviate in either direction;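 active means luminescence count or its row- and column-corrected plate score outside the 99.7% band of the plate's sample wells, on either side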
Active calls of the source: *; x = no result given; [ ] = dose if it differs, or a comment.

SMILES	SF-1 act	TNAP act mid DEA	HEK293 NFkB inh	Jurkat tox 60K	M1 antagonist	M1 ag	Ecoli tolC	NADH enzymes	D1 allo mod
O=C(O)CC(c1ccc(Cl)cc1)N1C(=O)CCC1=O (configuration not stated)	-3	1	-5	2	-0.35	0.64	-23	6%	-0.54
O=C1/C(=N/n2cnnc2)c2ccccc2N1Cc1ccccc1	2	0.8	10	-4	0.036	-1	-24	3%	1.4
Cc1cc(=O)[nH]c(SCCOc2ccc3c(c2)CCC3)n1	17	1	14	-8	0.32	-0.45	-5	1%	-0.1
O=C(Nn1cnnc1)c1ccccc1CCc1ccccc1	-12	0.9	15	2	x	x	-6	8%	-0.34
Cc1ccc(CCNC(=O)CCNS(=O)(=O)c2ccc3c(c2)c(=O)n(C)c(=O)n3C)cc1	-8	1	12	1	-0.57	0.45	-4	7%	0.0046
Cc1sc2c(c1C)CN(C1CC(C)(C)NC(C)(C)C1)CN2C(=O)c1ccco1	14	1	16	-9	0.77	-0.24	-3	4%	-0.52
CCOC(=O)CC1=C(C(=O)OCC)C(c2ccc(OC)cc2OC)C(C#N)=C(N)O1 (configuration not stated)	-1	0.9	13	4	1	7*	-8	2%	1
COc1cc(C2NC(C(=O)O)CS2)ccc1OCc1ccccc1C#N (configuration not stated)	4	0.9	12	-4	x	x	-12	6%	-2.8*
NC(=O)C1(N2CCCCC2)CCN(Cc2ccccc2Cl)CC1	15	0.9	10	-3	-0.78	-1.2	-4	10%	-0.18
O=S(=O)(NCc1cccnc1)c1cc(Cl)ccc1Cl	0	0.8	23	-2	0.47	0.14	-8	7%	0.012
CCC1CCCCN1S(=O)(=O)c1ccc2c(c1)CCN2C(=O)C1CCC1 (configuration not stated)	1	0.9	-5	12	-0.73	-0.49	84*	3%	1.2
Clc1ccc(-c2nn3c(-c4cccc(Cl)c4)nnc3s2)cc1	-9	0.9	x	x	0.28	0.0064	19	1%	x
Cc1ccc(-c2cc(C(=O)N3CCN(C(=O)c4ccco4)CC3)no2)cc1	2	0.9	4	3	1.3	-0.55	20	8%	0.86
CCN(Cc1ccccc1)C(c1cccc(C#N)c1)c1nnnn1C(C)(C)C (configuration not stated)	-8	0.9	5	-6	-0.016	0.58	50	4%	-0.46
O=C(NC1CCCCC1)C(c1ccccc1)N1CCCC1 (configuration not stated)	-6	0.9	13	x	-13*	0	0	3%	-0.63
COc1cccc(-c2nn3c(-c4ccccn4)nnc3s2)c1	1	0.9	x	x	-0.19	2.5	19	2%	x
CC(C)Cc1nc(N2CCC(C(N)=O)CC2)c2nnn(Cc3ccccc3)c2n1	1	0.9	8	5	0.2	-0.25	2	1%	0.51
CC1CC(C)CN(CCCNC(=O)C2CCCN(c3nnc(N4CCCC4=O)s3)C2)C1 (configuration not stated)	6	1	9	6	-0.022	1	-29	4%	0.26
Cc1cc(N2CCN(Cc3ccc4c(c3)OCO4)CC2)n2ncnc2n1	-3	1	1	0	2.2	-0.32	-12	4%	0.44
CCCCOC(=O)CSC1=C(C#N)C(c2ccc3c(c2)OCO3)CC(=O)N1 (configuration not stated)	-12	0.9	x	x	0.043	1.1	9	4%	x
Cn1nc(C(=O)NC2CCCCC2)c2ccccc2c1=O	5	0.9	-1	1	0.2	0.57	-6	3%	x
Cc1ccc(-n2c(SCC(=O)Nc3nccs3)nc3c(c2=O)SCC3)cc1	-4	0.9	16	x	0.35	0.52	-16	3%	-0.012
c1cc(CNC2=NCCCCC2)ccn1	0	1	17	-4	-0.18	0.84	-16	9%	-0.01
CCN(CC)CCN1C(=O)c2ccccc2NC1c1cccc(F)c1 (configuration not stated)	-6	0.9	11	-2	-1.6	-0.68	-17	9%[fluoresces]	-0.2
COc1ccc(C2=NOC(C(=O)Nc3ccc(C(C)=O)cc3)C2)cc1OC (configuration not stated)	38	1	3	-2	0.26	0.025	-5	4%	5*
Cc1c(NC(=O)c2ccc(Cl)c(S(=O)(=O)N3CCOCC3)c2)c(=O)n(-c2ccccc2)n1C	-8	0.9	13	-4	-0.91	-0.99	-3	5%	0.41
Cc1cc(C)c2cc(CN(CCO)C(c3nnnn3Cc3ccc(F)cc3)C(C)C)c(=O)[nH]c2c1 (configuration not stated)	-25	0.9	8	-1	0.55	-0.71	70*	0%	0.91
CC(C)C1C(C#N)=C(N)SC(N)=C1C#N	-3	1	12	7	-0.74	-0.57	-16	2%	-0.7
O=C(NCc1cccs1)c1ccc2c(c1)OCCO2	43	1	-6	3	-0.71	-0.38	8	7%	0.02
O=C(Nn1cnc2ccccc2c1=O)c1ccc(F)cc1Cl	65*	0.9	-16	0	-0.68	0.00011	-20	4%	x
Cc1cnc(NC(=O)CSc2nnc(COc3c(C)cccc3C)o2)s1	-1	0.9	2	0	0.07	1.1	-9	2%	0.14
Nc1cc(C(=O)OCC(=O)N2CCCC2)ccc1Cl	19	1	4	-3	x	x	-11	13%	x
CCc1ccccc1NC(=O)CSc1nnc([C@@H](N)Cc2ccccc2)o1	2	0.9	3	x	0.74	1.5	-10	6%	-0.025
COc1cc2c(cc1OC)-c1cc(Nc3ccc4c(c3)OCCO4)nc(=O)n1CC2	-13	0.8	30	2	-2.6	-0.0016	14	4%	24*
CCC(CC)C(=O)Nc1c2c(nn1-c1ccc(OC)cc1)CS(=O)C2 (configuration not stated)	2	1	12	-1	-3.3*	-2.4*	-22	6%	1.5
O=S(=O)(Nc1nc2ccccc2nc1NCc1ccco1)c1ccc(Cl)cc1	17	0.8	15	2	-0.97	-0.37	96*	3%	-3.5*
CCCS(=O)(=O)N1CCCC(C(=O)NCC2CCCO2)C1 (configuration not stated)	-12	1	18	-2	0.0075	0.063	-24	2%	-0.018
COc1ccc(CCN(C(=O)c2ccccc2)C2=CC3CCC(C2)N3C)cc1OC (configuration not stated)	-21	0.9	5	1	-0.2	0.5	-23	6%	0.032
Clc1cccc(Nc2c3c(nc4ncnn24)CCC3)c1	12	1.2	4	7	-0.11	-1.7	9	2%	4.7*
CC(C)(C)C(=O)NC1(C(F)(F)F)C(=O)Nc2c1c(=O)[nH]c(=O)n2Cc1ccco1 (configuration not stated)	16	0.9	6	-10	0.88	0.0023	-25	9%	0.058
O=C(CN1CCN(c2ccccn2)CC1)Nc1ccc2ccccc2c1	7	0.9	5	-2	-0.66	-1.2	16	4%	-2.2
CCn1ncc(NC(=O)Nc2cccc(C(F)(F)F)c2)c1C(N)=O	-2	0.9	-1	-1	-0.045	-1.5	7	5%	-0.99
Cc1nc(NC(=O)CSc2nnc(C)n2CC2CCCO2)sc1C (configuration not stated)	15	0.9	4	-2	0.81	0.00038	-16	6%	0.78
CC1CCCCN1Cc1nc2c(c(=O)n(C)c(=O)n2C)n1CCCc1ccccc1 (configuration not stated)	-23	x	12	3	-0.93	-0.37	x	4%	-0.4
O=C(Nc1ccc(Cl)cc1C(=O)NCCN1CCOCC1)c1ccco1	-22	1	14	2	-0.18	0.89	1	0%	0.03
Cc1ccc(C2c3c(oc4ccccc4c3=O)C(=O)N2c2nnc(C)s2)o1 (configuration not stated)	18	x	3	-3	1.6	1.2	-11	6%	-1.9
O=C(Nc1nnc(-c2ccccc2Cl)o1)c1ccc(S(=O)(=O)N2CCCCCC2)cc1	-37	1	10	5	0.025	-0.99	100*	6%	0.004
CN(C(=O)COc1ccc(C(C)(C)C)cc1)C1CCS(=O)(=O)C1 (configuration not stated)	-8	1	13	-2	0.35	-0.73	-1	1%	0.27
CSc1nc2ccc(S(=O)(=O)N3CCOCC3)cc2s1	1	0.9	13	-1	-4.7*	-0.48	-1	3%	0.22
COc1cccc(C2N(c3ccccn3)C(=O)C3CCCN32)c1OC (configuration not stated)	-2	0.9	3	-6	0.4	-0.33	-18	3%	-0.94
CCN1C(=O)C2(C(C#N)=C(N)Oc3n[nH]c(COC)c32)c2ccccc21 (configuration not stated)	-6	0.9	6	0	0.048	0.052	-8	0%	x
COc1ccc(N2CCN(c3oc(COc4ccccc4Cl)nc3C#N)CC2)cc1	15	0.9	11	x	-0.72	-0.21	34	5%	-1.3
O=C(c1ccccc1)c1ccc(N2CCNCC2)cc1	35	0.8	-2	5	0.15	-1.5	-14	4%	x
N#CCCn1cc(C(CC(=O)c2ccccc2)C(=O)O)c2ccccc21 (configuration not stated)	5	x	-5	-2	-0.0096	-0.011	8	4%	-0.91
COc1ccc(NC(=O)CSc2nnc(Cn3c(=O)sc4ccccc43)n2C)c(OC)c1	4	1	16	0	0.0017	-0.54	5	0%	x
CN(C)C=Nc1c(Br)cc(Br)c2nonc12	-6	1	3	3	-1.9	61*	-8	6%	0.69
C=CCc1cccc2cc(C(=O)OCC)c(=O)oc12	x	1	x	x	x	x	-12	6%	0.8
O=C(Cn1ncc2c(=O)oc3ccccc3c21)NCC1CCCO1 (configuration not stated)	-3	0.9	3	0	0.28	0.045	-3	2%	-0.95
Cc1nn(C)c(C)c1S(=O)(=O)N(CC(=O)Nc1ccccn1)c1ccc(C(C)C)cc1	4	1	17	4	0.013	-0.33	12	1%	x
Cc1ccc(C)n1-c1ccncc1	-12	0.9	4	-7	-0.01	-0.13	-11	7%	0.059
Going on with the list.
SMILES	SF-1 act	TNAP act mid DEA	HEK293 NFkB inh	Jurkat tox 60K	M1 antagonist	M1 ag	Ecoli tolC	NADH enzymes	D1 allo mod
COC(=O)c1ccccc1NC1c2ccccc2C(=O)N1c1cccnc1 (configuration not stated)	-4	0.9	4	-4	0.08	-0.065	12	5%	0.43
COc1cccc(-n2c(SCC(=O)NC(C)(C)C)nnc2-c2ccoc2C)c1	-10	1	7	-2	0.062	0.14	-13	5%	-1.1
CCC1(C(=O)O)NC(c2cccc(OC)c2O)C2C(=O)N(c3ccccc3)C(=O)C21 (configuration not stated)	31	1.1	5	2	0.27	0.24	3	1%	-0.15
O=S(=O)(c1ccc(Oc2ccccc2)cc1)N1CCOCC1	-10	0.9	15	5	-0.0075	-0.6	-2	5%	-0.22

In a second layout: results already given
smiles | SF-1 act | TNAP act mid DEA | HEK293 NFkB inh | Jurkat tox 60K | M1 antagonist | M1 ag | Ecoli tolC | NADH enzymes | D1 allo mod
CC1CCCCN1Cc1nc2c(c(=O)n(C)c(=O)n2C)n1CCCc1ccccc1 (configuration not stated) | -23 | x | 12 | 3 | -0.93 | -0.37 | x | 4% | -0.4
O=C(Nc1ccc(Cl)cc1C(=O)NCCN1CCOCC1)c1ccco1 | -22 | 1 | 14 | 2 | -0.18 | 0.89 | 1 | 0% | 0.03
Cc1ccc(C2c3c(oc4ccccc4c3=O)C(=O)N2c2nnc(C)s2)o1 (configuration not stated) | 18 | x | 3 | -3 | 1.6 | 1.2 | -11 | 6% | -1.9
O=C(Nc1nnc(-c2ccccc2Cl)o1)c1ccc(S(=O)(=O)N2CCCCCC2)cc1 | -37 | 1 | 10 | 5 | 0.025 | -0.99 | 100* | 6% | 0.004
CN(C(=O)COc1ccc(C(C)(C)C)cc1)C1CCS(=O)(=O)C1 (configuration not stated) | -8 | 1 | 13 | -2 | 0.35 | -0.73 | -1 | 1% | 0.27
CSc1nc2ccc(S(=O)(=O)N3CCOCC3)cc2s1 | 1 | 0.9 | 13 | -1 | -4.7* | -0.48 | -1 | 3% | 0.22
COc1cccc(C2N(c3ccccn3)C(=O)C3CCCN32)c1OC (configuration not stated) | -2 | 0.9 | 3 | -6 | 0.4 | -0.33 | -18 | 3% | -0.94
